Assay outcomes deposited in PubChem BioAssay by National Center for Advancing Translational Sciences (NCATS).
Luciferase inh = inhibitors of firefly (Photinus pyralis) luciferase | P08659 | purified P. pyralis luciferase, luminescence, biochemical | Potency, µM (top dose mostly 115 µM), inactives show at the highest dose activity change, negative = inhibition, actives largely listed as inhibitors | hit rate 2.5% among 76,000 | AID 1347043; also: potency is read from the fitted curve at half-maximal effect; nearly all actives have a fitted effect of over 65% in size
Target sequence (P08659 whole entry, looked up): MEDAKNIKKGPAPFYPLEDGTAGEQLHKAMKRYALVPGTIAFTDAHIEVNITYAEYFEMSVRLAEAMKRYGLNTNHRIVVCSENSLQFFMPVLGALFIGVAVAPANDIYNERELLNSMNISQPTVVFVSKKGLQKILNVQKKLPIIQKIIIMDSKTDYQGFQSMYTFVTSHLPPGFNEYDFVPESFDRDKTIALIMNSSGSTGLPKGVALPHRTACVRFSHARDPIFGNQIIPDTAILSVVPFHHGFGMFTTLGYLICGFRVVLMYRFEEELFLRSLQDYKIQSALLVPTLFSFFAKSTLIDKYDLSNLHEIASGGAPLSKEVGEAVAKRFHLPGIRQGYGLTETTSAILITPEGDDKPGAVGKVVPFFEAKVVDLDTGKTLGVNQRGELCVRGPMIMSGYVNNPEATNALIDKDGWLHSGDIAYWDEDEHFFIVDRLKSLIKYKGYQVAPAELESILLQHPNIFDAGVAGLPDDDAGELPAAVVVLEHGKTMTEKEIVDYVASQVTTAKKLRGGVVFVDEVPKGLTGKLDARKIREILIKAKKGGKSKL
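Biochemical qHTS: compound (6-point titration) added to 10uM D-luciferin plus 10uM ATP in Tris acetate pH 7.5 buffer with Mg, Tween-20 and BSA, then purified enzyme at 10nM; light output imaged.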
GPT2 inh = GPT2 alanine aminotransferase inhibition. Recombinant GPT2, coupled pyruvate oxidase/HRP Amplex Red fluorescence. Q8TD30. hit rate 0.25% among 100,000. Potency, µM (highest dose often 57.7 µM), for the others: at the highest dose activity change, negative = inhibition, hits mostly inhibitors; also: potency is read from the fitted curve at half-maximal effect; nearly all actives have a fitted effect of over 60% in size; many of its hits are not listed in these tables
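Inhibition is scored from Amplex Red fluorescence generated when pyruvate oxidase and HRP act on pyruvate released by GPT2. Reactions contain 10ng/uL enzyme, 250uM a-KG and 2mM L-alanine and run 30 min at room temperature.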
IP6K1 inhibitor = IP6K1 kinase inhibition; Q92551; IP6K1 kinase, ADP-Glo luminescence, 2 h; hits give low values; activity change, % (series mostly up to about 58 µM); hit rate 0.81% among 140,000; AID 1645851; in the data active = activity change below about -25%
Target sequence (Q92551 whole entry, looked up): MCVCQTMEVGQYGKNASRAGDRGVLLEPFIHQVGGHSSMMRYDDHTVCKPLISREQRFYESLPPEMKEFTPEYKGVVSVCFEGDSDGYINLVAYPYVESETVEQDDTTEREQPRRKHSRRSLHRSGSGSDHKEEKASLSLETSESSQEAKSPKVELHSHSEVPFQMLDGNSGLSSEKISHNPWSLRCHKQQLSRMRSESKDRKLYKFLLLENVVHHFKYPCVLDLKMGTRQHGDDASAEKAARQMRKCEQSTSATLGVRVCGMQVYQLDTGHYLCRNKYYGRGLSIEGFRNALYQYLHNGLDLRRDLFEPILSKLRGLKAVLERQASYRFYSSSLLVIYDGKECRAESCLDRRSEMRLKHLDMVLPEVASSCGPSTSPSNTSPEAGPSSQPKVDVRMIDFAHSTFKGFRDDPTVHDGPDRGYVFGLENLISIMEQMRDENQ
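ADP-Glo luminescence measures ADP made by human IP6K1 during a 2 h RT reaction with ATP/IP6 (mix at 1.3 mM/130 uM); top library doses 57.5 and 19.1 uM final.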
HEK cytotox = cytotoxic compounds in HEK 293 cells. hit rate 6.6% among 94,000. Potency, µM (series often up to 115 µM), without a hit: at the top dose activity change, negative = cytotoxicity, most hits filed as inhibitors. AID 1345083. HEK 293 viability, ATP luminescence (CellTiter-Glo), 48-72 h; also: potency is read from the fitted curve at half-maximal effect; nearly all actives have a fitted effect of over 60% in size
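CellTiter-Glo luminescence (cellular ATP) was read after 48 or 72 hr of compound exposure at 37 degree Celsius. Cells were HEK 293 plated at 250 cells/well.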
SNCA viab count = counter-screen for SNCA expression inhibitors: cell viability | HEK-293-SNCA-luc viability, GF-AFC fluorescence, 24 h | Potency, µM (highest dose often 57.1 µM), for inactives: top-dose activity change, negative = cytotoxicity, most hits filed as cytotoxic | hit rate 0.12% among 150,000 | AID 1671193;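 also: potency is read from the fitted curve at half-maximal effect; 0% = DMSO-treated cells and -100% = medium-only wells without cells; nearly all actives have a fitted effect of over 30% in size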
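Cytotoxicity counterscreen: after 24 h compound treatment of genome-edited SNCA-luciferase HEK-293 cells, live-cell protease substrate GF-AFC read by fluorescence after 30 min; activity scaled between DMSO (0%) and medium-only (-100%), curves Hill-fitted.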
3T3 cytotox = cytotoxic compounds in NIH 3T3 cells; NIH 3T3 viability, CellTiter-Glo ATP luminescence, 48-72 h; Potency, µM (series often up to 96.7 µM), for the others: at the top dose activity change, negative = cytotoxicity, usual class: inhibitors; hit rate 4.3% among 94,000; also: potency is read from the fitted curve at half-maximal effect; nearly all actives have a fitted effect of over 55% in size
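Viability of NIH 3T3 cells after 48 or 72 hr compound treatment at 37 °C was assessed by CellTiter-Glo, with luminescence imaged following a 10 min room-temperature step.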
SNCA expr inh = SNCA gene expression inhibition | hit rate 0.17% among 140,000 | Potency, µM (highest dose often 57.2 µM), for inactives: at the highest dose activity change, negative = inhibition, hits mostly inhibitors | HEK-293 SNCA-luciferase knock-in, luminescence, 24 h;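 also: potency is read from the fitted curve at half-maximal effect; plate controls were DMSO cells for no effect and cell-free wells for full effect; nearly all actives have a fitted effect of over 45% in size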
Active calls of the source: *; i = inactive; ? = inconclusive; / = not tested or not shown; [ ] = dose if it differs, or a comment. Unless noted, calls follow the shape of the dose curve; as a rule, active = well fitted curve in the direction sought with a large enough effect; inconclusive = small, poorly fitted or top-dose-only effect, or another doubt; inactive = no such curve, though single readings can be large; an effect the other way counts as inactive or inconclusive. Unless noted, % is scaled to controls: 0 for no effect and ±100 for the full control effect. An excerpt; the hit share may differ from the screen's.

Structure	Luciferase inh	GPT2 inh	IP6K1 inhibitor	HEK cytotox	SNCA viab count	3T3 cytotox	SNCA expr inh
Cn1ncc2c(C(=O)NCc3ccccc3F)cc(-c3ccccc3C(F)(F)F)nc21	/	/	3	40µM*	/	?	/
O=C(Nc1ccccc1F)C1CN(C2CCCC2)C(=O)N1 (configuration not stated)	/	2%[88.5 µM]	-10	-19%[172 µM]	7%[12.5 µM]	-3%[138 µM]	3%[87.6 µM]
O=C(C1CCCC1)N1CC2(CCCN(Cc3ccc(Cl)cc3)C2)Cc2ccccc21 (configuration not stated)	/	-12%	-12	40µM*	2%	?	5%
CCOc1ccccc1CN1CCC2(CCN(C(=O)c3cccc(OC)c3)CC2)Oc2ccccc21	-9%	i	4	?	?	?	-20%
COCC(=O)N1CCCC1C(=O)N1CCC(N2Cc3cccn3C2=O)CC1 (configuration not stated)	/	-12%	7	i	-14%	-14%	4%
O=C(CC1C(=O)NCCN1CC(c1ccccc1)c1ccccc1)NCc1ccon1 (configuration not stated)	-1%	-3%[11.5 µM]	2	-21%	-7%	-8%	-27%
COc1cccc(CN2CCC(Oc3ccccc3-c3nc(-c4ccncc4)no3)C2)c1 (configuration not stated)	-14%	1%	-9	?	-18%	25µM*	66%[activator]
O=C1NCCN2CC3(CCN(S(=O)(=O)c4cccc(F)c4)CC3)CC12 (configuration not stated)	7%	i	-10	-7%	-10%	i	-5%
Cc1ccc2ncc3c(-c4ccccc4)nn(CC(=O)NC4CCCCC4)c3c2c1	/	/	-12	/	1%	/	18%
C[C@]1(OC(=O)/C=C\c2ccc(O)cc2)C[C@@H](O)[C@]2(O)C=CO[C@@H](O[C@@H]3O[C@H](CO)[C@@H](O)[C@H](O)[C@H]3O)C12 (some centres not stated)	/	2%[27.3 µM]	-1	/	-11%[23.9 µM]	/	/
COc1ccc(-c2nc(C(=O)NC3CC3)n3ccccc23)cc1	?	i	17	?	2%[87.6 µM]	?	-5%[87.6 µM]
Cc1nc2c3ccccc3nc(NNC(=O)CCC(=O)N3CCN(c4cccc(Cl)c4)CC3)n2n1	/	/	2	/	-1%	/	2%
Cc1cc(C)cc(-n2cnc3cc(C(=O)NC4CCCCCC4)ccc32)c1	/	/	1	/	-7%	/	8%
COc1ccc(C2=C(C)C(=O)N(Cc3ccc(C(=O)NC(C)c4ccccc4)cc3)S2(=O)=O)cc1 (configuration not stated)	/	/	-2	/	9%	/	-12%
CC(=O)c1cccc(NC(=O)O[C@@H]2CO[C@H]3[C@@H]2OC[C@@H]3Nc2nccc(-c3cccc(F)c3)n2)c1	?	-7%	3	35µM*	-21%	?	-4%

Ordered by length of the SMILES (low to high): three of the compounds above.
Structure	Luciferase inh	GPT2 inh	IP6K1 inhibitor	HEK cytotox	SNCA viab count	3T3 cytotox	SNCA expr inh
O=C1NCCN2CC3(CCN(S(=O)(=O)c4cccc(F)c4)CC3)CC12 (configuration not stated)	7%	i	-10	-7%	-10%	i	-5%
Cc1nc2c3ccccc3nc(NNC(=O)CCC(=O)N3CCN(c4cccc(Cl)c4)CC3)n2n1	/	/	2	/	-1%	/	2%
COc1ccc(C2=C(C)C(=O)N(Cc3ccc(C(=O)NC(C)c4ccccc4)cc3)S2(=O)=O)cc1 (configuration not stated)	/	/	-2	/	9%	/	-12%

Carrying on.
Structure	Luciferase inh	GPT2 inh	IP6K1 inhibitor	HEK cytotox	SNCA viab count	3T3 cytotox	SNCA expr inh
CC(C)C1CN(C(=O)c2nccn2C)CCC(=O)N1Cc1ccc(F)cc1 (configuration not stated)	-1%	-6%	-4	-2%	-14%	-2%	8%
O=C(Nc1ccc2c(N3CCCC3)ncnc2c1)c1cccc(F)c1	-15%	i	14	?	-26%	?	5%
N#Cc1ccc(CN2CCC3(CC2)CN(c2ccncn2)CC3CO)cc1 (configuration not stated)	-2%	i	33	?	-20%[12.5 µM]	-34%	?
CCc1cccc(NC(=O)Cn2nc3c4cc(F)ccc4n(Cc4cccc(C)c4)cc-3c2=O)c1	/	/	-15	/	-9%	/	29%
CCCC(C)N1CC2(CCN(C(=O)c3cc(Cl)ccc3C)CC2)OC1=O (configuration not stated)	8%	0%	2	?	4%	?	-1%
COc1ccc(CCNC(=O)C2CCc3nnc(-c4cccc(C(F)(F)F)c4)n32)cc1 (configuration not stated)	/	-6%	26	-13%	-8%	-26%	-4%
COCCN(C)C[C@@H]1CN(C(=O)c2sccc2Cl)C[C@@H]1CO	-8%	-16%	11	2%	-1%	i	-7%
CC(C)N1C(=O)C(CC(=O)N2CCCC2)=C2CCCCC21 (configuration not stated)	8%	i	5	i	-2%	i	-2%
CCOC(=O)c1cccc(NC(=O)C(C)n2nc(C)c3c(C)n(-c4ccccc4)nc3c2=O)c1 (configuration not stated)	/	/	-3	/	0%	/	-15%
O=C1CCN(CC(O)C(F)(F)F)c2ccsc2CN1Cc1ccccc1 (configuration not stated)	/	/	-7	?	/	-27%	/
CCOC(=O)CN(Cc1cccs1)[C@@H]1C[C@@H]2CO[C@H](C(C)C)C[C@@H]2C1	/	/	18	?	/	?	/
COc1cccc(CNc2nc3ccccc3c3nc(-c4cccc(C)c4)nn23)c1	/	/	-14	/	-3%	/	102%[activator]
CCc1ccc(NC(=O)CSc2nc3c(c(=O)[nH]2)CN(Cc2ccc4c(c2)OCO4)CC3)cc1	/	/	-9	/	-6%	/	-18%
O=C(CCc1ccccc1)N1CC(n2cc(COCC3CC3)nn2)C1	/	i	24	-1%	7%	-9%	21%
FC(F)(F)Oc1ccc(-c2cnc([C@@H]3COCCN3Cc3ccncc3)[nH]2)cc1	-10%[172 µM]	-5%[88.5 µM]	-5	?	6%[87.6 µM]	?	?

Overlap with the part before: 2 compounds, followed by the next part.
Structure	Luciferase inh	GPT2 inh	IP6K1 inhibitor	HEK cytotox	SNCA viab count	3T3 cytotox	SNCA expr inh
O=C(CCc1ccccc1)N1CC(n2cc(COCC3CC3)nn2)C1	/	i	24	-1%	7%	-9%	21%
FC(F)(F)Oc1ccc(-c2cnc([C@@H]3COCCN3Cc3ccncc3)[nH]2)cc1	-10%[172 µM]	-5%[88.5 µM]	-5	?	6%[87.6 µM]	?	?
CC(=O)NC1CC2(CCN(C(=O)CCCNC(=O)OC(C)(C)C)CC2)Oc2ccccc21 (configuration not stated)	/	-11%	-14	i	6%	0%	4%
CC(C)CCN1CCC(C2CCN(Cc3cccnc3)CC2)C1 (configuration not stated)	11%	i	19	-19%	-16%	?	16%
COCCCNC(=O)N1CCCCCCNC(=O)[C@@H]2C[C@@H](c3nc(-c4cccnc4)no3)C[C@@H]21	-3%	i	0	i	-3%	-4%	6%
COCCNc1nc2c(c(=O)n(Cc3cccc(Cl)c3)c(=O)n2C)n1C	/	/	16	/	4%	/	4%
CC1CCN(CC2CCN(C(=O)NCc3ccc(F)cc3)CC2)CC1	/	/	6	/	-25%	/	54%[activator]
COCc1nc(C2CCCN(C(=O)c3ccc(C)s3)C2)no1 (configuration not stated)	-6%	i	18	-3%	2%[12.5 µM]	-3%	-1%
Cc1ccc(NC(=O)C2CC(=O)Nc3ncnn32)c(C)c1 (configuration not stated)	-1%	-5%	-3	25%	5%	i	-21%
Cc1cc(C)c(CNC(=O)c2cc(Nc3ccccc3)cc3ncn(C)c23)c(=O)[nH]1	1%[172 µM]	-5%[88.5 µM]	-6	?	?	?	?
COc1ccc(C(=O)Nc2ccccc2)cc1S(=O)(=O)Nc1ccc(Br)cc1	/	/	3	/	2%	/	18%
CCCCc1nn2c(=O)cc(COC(=O)CNC(=O)COc3ccc(C)cc3)nc2s1	/	/	-13	/	4%	/	1%
COc1ccc(NC(=O)CNC(=O)Cn2c(C)cc3ccccc3c2=O)c(OC)c1	/	/	3	/	8%	/	-21%
Cc1nn(-c2ccccc2)c2c1C(C1CC1)N(C1CN(C(=O)c3ccc(C(F)(F)F)cc3)C1)C2=O (configuration not stated)	/	/	21	?	/	-28%	/
COCCN1CCC(CN(CC2CCCO2)C(=O)c2cccc(C#CC(C)(C)O)c2)CC1 (configuration not stated)	0%	1%	-7	-20%	-3%	3%	11%
Cn1cc(-c2ccncc2)cc1C(=O)NCc1ccc(Cl)cc1	-4%	-14%	-5	?	-8%	?	1%
CCOc1cc2sc(N3CCC(C(=O)Nc4ccc(C)cc4C)CC3)nc2cc1Br	/	/	-14	/	-9%	/	141%[activator]
COc1cc(Cl)ccc1C(=O)NCc1c(C)ncc2c1CCNC2	-1%	-1%	8	-21%	1%	-29%	-4%
CN1CCC(Oc2ncccc2C(=O)O)CC1	-9%	1%	24	7%	6%	-4%	30%
O=C(C1CCCCC1)N1CC2CC(C1)[C@H]1CCCC(=O)N1C2 (some centres not stated)	0%	i	-7	-4%	2%	i	-1%
O=C(Nc1nc2ccccc2s1)c1ccc(S(=O)(=O)N2CCCC2)cc1	/	/	1	/	14%	/	36%[activator]
Cc1ccc(Cl)cc1N1CCN(C(=O)c2cnn(-c3ccc(Cl)cc3)c2C2CCNCC2)CC1	/	/	1	/	?	/	?
CCC(=O)Nc1nnc2n1CCS2	/	/	-12	/	-3%	/	13%
CCOC(=O)c1ccc(NC(=O)N2Cc3[nH]cnc3C[C@H]2c2nc(-c3ccc(OC(F)(F)F)cc3)no2)cc1	?	-10%	2	?	-30%	25µM*	?
Cc1ccc2c(c1)N(CC(=O)NCCc1ccccc1)C(=O)CO2	/	/	-2	/	-10%	/	15%
O=C1CC2CCCC(C1)N2C(=O)c1ccncc1	5%[172 µM]	-5%[88.5 µM]	6	-7%[172 µM]	4%[87.6 µM]	-3%[138 µM]	8%[87.6 µM]
O=C(NCc1ccc(F)cc1)c1cccc(N2CCCS2(=O)=O)c1	/	/	44	/	11%	/	-10%
